# Screening results deposited in PubChem by several laboratories.
# DNMT1 block – inhibitors of human DNMT1. inhibition (reported as % activation of signal), % at 10 µM. DNMT1 molecular beacon, Hinp1I cleavage, fluorescence. AID 588458. 0.83% of 360,000 active; in the data active means inhibition above about 50%
# STEP block – blocks human striatal-enriched tyrosine phosphatase. P54829. recombinant STEP, OMFP fluorogenic substrate, fluorescence. inhibition, % at 20 µM. 0.25% of 360,000 active;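 active means inhibition at 20 µM, scaled per plate between control wells, above about 37%, limit read from the data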;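 further: 0% = DMSO with enzyme and substrate and 100% = substrate only without enzyme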
#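 Measure: Control-normalized % inhibition with plate pattern correction | Test system: STEP phosphatase, cell-free reaction | Medium: pH 6.0 Bis-Tris with DTT and Tween 20 | Technique: Fluorescence, 480/540 nm | Times: Reaction 20 min, ambient temperature | Doses: Single compound dose of 20 µM, 1% DMSO final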
# SUMO1 PPI mod – alters human SUMO1 binding to SIM partners; AID 602429; 0.33% of 360,000 active; SUMO1 binding to a labelled peptide, TR-FRET, 1 h; inhibition, % at 20 µM; P63165; in the data active means inhibition above about 37%
# Target sequence (P63165 whole entry, looked up): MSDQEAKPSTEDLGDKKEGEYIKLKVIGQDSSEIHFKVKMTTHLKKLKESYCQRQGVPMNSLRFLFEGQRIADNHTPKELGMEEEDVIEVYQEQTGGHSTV
# NRP1-CendR mod – NRP-1/CendR interaction modulation; FAM-RPARPAR peptide binding to NRP-1, fluorescence polarization; O14786; 0.85% of 360,000 active; inhibition, % at 25 µM;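 active means inhibition or corrected inhibition above about 18%, plus a signal ratio from 0.5 to 1.5, limit read from the data, passing the limit was not always enough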; further: strong numbers were not always called active
# LMPTP inh – blocks human LMPTP phosphatase; P24666; recombinant LMPTP-A, OMFP fluorogenic substrate, fluorescence intensity; inhibition, % at 20 µM; 0.22% of 360,000 active; AID 651560;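 active means compounds that cut the enzyme signal by at least half of the control window in the single-dose screen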;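 further: plate controls were DMSO wells with enzyme plus substrate for no effect and substrate without enzyme for full effect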
# Target sequence (P24666 whole entry, looked up): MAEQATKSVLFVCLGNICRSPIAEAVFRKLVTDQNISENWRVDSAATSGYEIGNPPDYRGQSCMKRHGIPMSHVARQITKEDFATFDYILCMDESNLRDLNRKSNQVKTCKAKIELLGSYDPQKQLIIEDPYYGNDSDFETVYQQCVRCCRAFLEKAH
#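 Test system: LMPTP-A phosphatase enzyme; input: 0.625 nM LMPTP-A final; reagent: OMFP substrate, 400 µM final; compound dosing: 20 µM single dose, 3% DMSO; incubation: 50 min dark incubation at room temperature; measured by: endpoint fluorescence intensity from OMFP dephosphorylation; measure: % inhibition relative to no-enzyme and uninhibited control wells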
# NadD inh – inhibitors of Staphylococcus aureus NadD; 0.78% of 360,000 active; inhibition, % at 20 µM; purified NadD enzyme, colorimetric absorbance read-out; in the data active means inhibition above about 26%; further: some compounds past the cut are filed as inactive
# TbMetRS inhib – Trypanosoma brucei MetRS inhibition | 0.4% of 360,000 active | purified T. brucei MetRS, ATP depletion, Kinase-Glo luminescence | inhibition, % at 11.9 µM;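 active means inhibition above a per-plate cutoff of the control wells' mean inhibition plus 3 SD, cut at about 5.5% in these data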;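 further: 0% = DMSO wells median and 100% = median of wells with control inhibitor compound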
#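 Material: parasite MetRS enzyme / Replication: singlicate, one well per compound / Signal: luminescence of leftover ATP / Schedule: 2 h aminoacylation at 25 °C after 15 min preincubation / Medium: HEPES-MgCl2-KCl buffer plus DTT, spermine, BSA, pyrophosphatase / Doses: 11.9 µM single point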
# Scp1 inh – inhibitors of human Scp-1 phosphatase; 0.88% of 340,000 active; Recombinant Scp1, phosphopeptide, malachite green phosphate absorbance; inhibition, % at 20 µM; AID 493091; Q9GZU7;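 active means inhibition above about 50% at 20 µM, limit read from the data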;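 further: plate controls were DMSO wells with enzyme for no effect and wells lacking enzyme for full effect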
#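 System: truncated SCP-1 phosphatase (76-261aa); medium: Tris acetate buffer pH 5.5 with MgCl2 and Tween-20; incubation: 45 min room-temperature reaction, 5 min colour, 30 min stabiliser; compound: single 20 µM dose, 1% DMSO; reagent: Phosphorylated 17-residue peptide substrate; read-out: % inhibition at 20 µM; technique: colorimetric free-phosphate detection, absorbance 630 nm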
# Neddyl block – blocks human cullin neddylation | TR-FRET cullin neddylation, biochemical | calls only at 25 µM | 0.58% of 360,000 active | AID 651699; in the data active means inhibition above about 36%
# Target sequence (P61081 whole entry, looked up): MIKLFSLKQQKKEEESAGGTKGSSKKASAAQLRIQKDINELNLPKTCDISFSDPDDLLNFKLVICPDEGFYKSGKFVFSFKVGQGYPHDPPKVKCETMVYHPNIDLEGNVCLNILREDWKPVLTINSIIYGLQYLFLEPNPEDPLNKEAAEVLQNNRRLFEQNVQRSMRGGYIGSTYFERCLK
# Target sequence (Q13564 whole entry, looked up): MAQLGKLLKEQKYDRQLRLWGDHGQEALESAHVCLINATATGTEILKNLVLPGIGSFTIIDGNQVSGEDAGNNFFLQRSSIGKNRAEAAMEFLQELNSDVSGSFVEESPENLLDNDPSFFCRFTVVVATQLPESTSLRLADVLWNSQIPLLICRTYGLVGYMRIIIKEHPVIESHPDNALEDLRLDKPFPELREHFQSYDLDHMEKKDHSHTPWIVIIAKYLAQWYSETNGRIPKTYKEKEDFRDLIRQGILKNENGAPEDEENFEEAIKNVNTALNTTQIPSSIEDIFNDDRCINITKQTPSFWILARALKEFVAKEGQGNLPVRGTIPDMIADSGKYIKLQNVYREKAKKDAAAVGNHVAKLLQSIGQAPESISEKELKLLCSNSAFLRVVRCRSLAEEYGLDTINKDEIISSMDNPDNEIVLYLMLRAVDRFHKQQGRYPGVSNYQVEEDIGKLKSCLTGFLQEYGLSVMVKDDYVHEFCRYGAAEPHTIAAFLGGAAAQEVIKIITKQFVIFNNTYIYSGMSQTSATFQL
# SKN-1 block – blocks SKN-1 activity in C. elegans; inhibition, % at 21.8 µM; C. elegans VP596 Pgst-4::GFP/RFP ratio, acrylamide-induced, 24 h; 0.49% of 360,000 active;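 active means interference check ratio from 0.5 to 1.5 plus GFP to RFP signal ratio inhibition reaching or exceeding a fixed threshold, cut at about 30% in these data, passing the limit was not always enough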; further: some compounds called inactive have numbers as strong as hits
# An asterisk follows results filed as active; i = inactive; . = no result given.
SMILES,DNMT1 block,STEP block,SUMO1 PPI mod,NRP1-CendR mod,LMPTP inh,NadD inh,TbMetRS inhib,Scp1 inh,Neddyl block,SKN-1 block
COc1ccc2cc3cc(C(=O)N4CCN(Cc5ccc6c(c5)OCO6)CC4)oc3nc2c1,-6,-1,-10,0,1.8,-3,-0.9,3,.,-5
Cc1ccc(N(Cc2ccccc2)C(=O)c2cccc(S(=O)(=O)N3CC(C)OC(C)C3)c2)cc1 (centres undefined),-1,4,0,-6,0.3,-10,-0.5,-3,i,-4
Cc1ccc2c(Cl)c(C)c(N3CCOCC3)nc2n1,-4,0,-2,13,2.8,-7,-0.8,3,i,13
CC(=O)N[C@@H](Cc1c[nH]c2ccccc12)C(=O)NC1CC1,3,-2,1,7,0.3,0,-0.9,-7,i,6
COc1ccc(C(O)Cc2nc3ccccc3n2C)cc1OC (centres undefined),4,1,0,-6,0.2,-3,-0.4,-5,i,-5
CCc1nc2c(OCc3ccc(Cl)cc3)cccn2c1N(C)C(=O)c1ccc2c(c1)OCO2,-7,2,5,-15,1.1,5,-0.1,.,i,10
Cc1cccc(Cc2nnc(CCC(=O)N(C)CCc3ccccc3)o2)c1,5,-1,6,-22,0.2,-5,-0.9,-8,i,10
Cc1c(C(c2ccccc2Br)c2c(C)n(C)n(-c3ccccc3)c2=O)c(=O)n(-c2ccccc2)n1C,0,-1,5,-4,-2.5,15,-0.7,11,i,6
CN(C)CCNC(=O)/C=C/c1cn(-c2ccccc2)nc1-c1cc2ccccc2oc1=O,-1,2,-2,-1,-1.6,3,-0.3,-3,i,-4
Cc1cc(-c2ccc(C)c(S(=O)(=O)NCCN3CCC(C)CC3)c2)on1,0,-5,-3,4,0.1,-4,-0.2,-6,i,11
OCC[C@@H]1C[C@H](O)[C@@H](O)[C@]2(CCCCO2)O1,1,3,11,22,-2.6,1,-0.7,1,i,-19
CSCC[C@H](NC(=O)CCNC(C)=O)c1nc2ccccc2[nH]1,3,0,-4,10,-1.5,-6,-1.3,-10,i,7
Fc1ccc(C2C3=C(Nc4ncnn42)c2ccccc2OC3c2ccncc2)cc1 (centres undefined),1,4,-6,0,-1.9,11,-0.6,3,.,0
CC(NC(=O)C1C2C=CC(C2)C1C(=O)O)c1ccccc1 (centres undefined),1,1,0,3,-2.3,1,-0.5,0,i,-6
COC(=O)[C@H](CC(C)C)NC(=O)NC1CCCCC1C (some centres undefined),0,2,1,-4,-1.6,-3,-0.2,-8,i,11
N#Cc1ccc(Sc2ccccn2)c([N+](=O)[O-])c1,0,0,-36,-2,-0.9,2,-0.7,0,i,5
CCCC1NC(=O)c2cc3ccccc3cc2-n2c1nc1ccc(C)cc1c2=O (centres undefined),-4,2,-6,0,-1.0,4,1.0,.,i,18
CCS(=O)(=O)N1CCN=C1SCc1ccc(F)cc1,1,-3,-3,9,-0.6,-1,0.2,-2,i,2
Cc1cccc(NC(=O)c2c(C)cc(=O)oc2C)n1,0,0,0,0,-0.5,4,-0.8,-5,i,-3
CCOc1ccc(N(C(=O)CNS(=O)(=O)c2ccccc2)C(CC)C(=O)NCc2ccco2)cc1 (centres undefined),-1,3,5,-6,-1.2,-1,0.4,1,i,6
CCOC(=O)N1CCC(Nc2c(NCCCN3CCN(c4ccc(OC)cc4)CC3)c(=O)c2=O)CC1,-1,4,8,-6,2.7,-2,0.5,-2,i,7
O=C1Nc2ccccc2C12OC1CCCCC1O2 (centres undefined),-21,0,-4,2,-1.7,0,-1.6,-15,i,4
Cc1cc(=O)oc2c(CN3CCN(CCO)CC3)c(O)ccc12,-2,-1,3,-9,1.5,6,0.5,-4,.,21
CCCCn1c(N)c(N(CC(C)C)C(=O)c2ccco2)c(=O)[nH]c1=O,-1,0,-7,-7,-1.2,3,-0.3,-3,i,12
O=C(COc1ccc2c(c1)CCC2)NCc1ccc(Cl)cc1,-1,-1,-2,10,2.3,-3,1.7,-14,i,11

# 2 of the compounds above, as labelled records:
CCCC1NC(=O)c2cc3ccccc3cc2-n2c1nc1ccc(C)cc1c2=O (centres undefined)
  DNMT1 block = -4	STEP block = 2	SUMO1 PPI mod = -6	NRP1-CendR mod = 0	LMPTP inh = -1.0	NadD inh = 4	TbMetRS inhib = 1.0	Scp1 inh = .	Neddyl block = i	SKN-1 block = 18
Fc1ccc(C2C3=C(Nc4ncnn42)c2ccccc2OC3c2ccncc2)cc1 (centres undefined)
  DNMT1 block = 1	STEP block = 4	SUMO1 PPI mod = -6	NRP1-CendR mod = 0	LMPTP inh = -1.9	NadD inh = 11	TbMetRS inhib = -0.6	Scp1 inh = 3	Neddyl block = .	SKN-1 block = 0

# (listing goes on)
SMILES,DNMT1 block,STEP block,SUMO1 PPI mod,NRP1-CendR mod,LMPTP inh,NadD inh,TbMetRS inhib,Scp1 inh,Neddyl block,SKN-1 block
Cc1ccc(S(=O)(=O)NCC(=O)N(CC(=O)NCc2ccco2)Cc2ccco2)cc1,7,2,-1,-4,-1.3,-2,0.1,28,i,9
Cc1cc(C)c(NC(=O)c2ccc(CNS(=O)(=O)c3cc(C(F)(F)F)ccc3Cl)cc2)c(C)c1,-9,-2,2,2,-0.6,16,-0.9,-10,i,7
Cc1cc(=O)oc2cc(O[C@@H]3O[C@H](CO)[C@H](O)[C@H](O)[C@H]3O)ccc12,2,1,-10,0,0.7,2,-0.1,-6,i,1
Cc1cc(NCCN2CCOCC2)n2c(nc3ccccc32)c1C#N,13,-3,-6,-9,2.0,3,-0.1,-5,.,8
CC(=O)Nc1ccc(NC(=O)c2ccccc2-n2cnnn2)cc1,-6,-2,4,5,-1.2,-1,0.1,-1,i,4
c1ccc2c(c1)COC(CN1CCCCC1)OC2,-2,1,-3,18,-0.2,-3,-0.1,-13,i,-5
Cc1cccc(OCCn2ccnc2)c1C,12,-2,1,-8,-1.2,-2,-2.1,15,i,7
Cc1ccc(F)cc1NC(=O)N1CCN(c2ccnc3cc(Cl)ccc23)CC1,1,-2,2,-1,3.9,4,0.3,1,i,10
CCC1CCc2sc(C(=O)NNC(=S)NCC3CCCO3)cc2C1 (centres undefined),-3,4,-2,2,0.2,1,-0.3,2,i,10
C=C(C)[C@@H]1CC[C@]2(C(=O)O)CC[C@]3(C)[C@H](CC[C@@H]4[C@@]5(C)CC[C@H](O)C(C)(C)[C@@H]5CC[C@]43C)[C@@H]12,53*,0,22,-8,-3.0,53*,-0.2,-9,i,-4
CC1CN(C(=O)c2ccccc2)C(=Nc2cccc(S(=O)(=O)N(C)C)c2)S1 (centres undefined),-3,-1,0,10,-0.2,-4,-0.4,-6,i,-1
CCOC(=O)CNC(=O)CSc1nc(Cc2ccccc2)nc2ccccc12,0,1,-4,0,0.8,-1,-0.6,-1,i,-13
CCN(CC)CCn1c2c(c(SCC(=O)NCc3ccccc3)nc1=O)CCC2,0,-2,0,5,-0.5,1,0.0,4,i,4
COc1ccccc1NC(=O)N(C)C[C@@H]1OCc2ccccc2-c2c(n(C)c3ccccc23)C(=O)N([C@H](C)CO)C[C@@H]1C,-4,-2,2,9,-2.4,-9,-1.5,.,i,-7
CCc1cc2c(=O)c(-c3nc4ccccc4n3C)coc2c(CN2CCN(C)CC2)c1O,-3,3,-5,22*,0.1,7,-0.9,-5,.,4
CCn1cc(S(=O)(=O)NCc2ccc3c(c2)OCO3)cn1,0,2,2,-12,-1.0,-4,-0.1,-13,i,4
O=c1[nH]c(=O)n(C2CC(O)C(CO)O2)cc1I (centres undefined),0,-3,-2,-1,-1.4,2,-0.4,5,i,10
CCN(CC)S(=O)(=O)c1ccc(-c2cn3cc(Cl)ccc3n2)cc1,0,1,0,10,-2.2,-3,-0.1,-2,i,4
NC(=O)c1nsc(C(=O)N(c2ccc(F)cc2)C(C(=O)NCC2CCCO2)c2ccc3ncccc3c2)c1N (centres undefined),-1,0,-14,-4,-0.3,3,0.0,-3,.,9
Fc1ccc2[nH]c3c(NCCN4CCOCC4)ncnc3c2c1,2,3,3,4,1.4,-7,27*,-6,i,-18
O=C(NCc1cccc(C(F)(F)F)c1)C1C(=O)Nc2ccccc2C(=O)N1C1CCCC1 (centres undefined),.,.,3,14,-0.3,.,-0.5,.,i,12
O=C1COc2ccc(NC(=O)N3CCN(c4ccc(F)cc4)CC3)cc2N1,-6,2,-1,-11,-1.3,9,-0.8,-5,i,1
CCOc1cc(C(=O)N(C)Cc2cc3cc(OC)ccc3[nH]c2=O)cc(OCC)c1OCC,0,-1,-3,-21,-0.9,6,1.1,15,i,-24
CCO[C@@H]1OC(C(=O)N2CCCCCCC2)=C[C@H](c2csc3ccccc23)[C@H]1CCCO,-3,1,-1,-7,0.0,1,-0.2,-6,i,9
CCS(=O)(=O)N1CCCC(C(=O)NCc2cccnc2)C1 (centres undefined),5,-4,1,8,-0.4,-1,-0.3,-2,i,-7

# Three entries drawn at random from the list so far, as already listed:
SMILES,DNMT1 block,STEP block,SUMO1 PPI mod,NRP1-CendR mod,LMPTP inh,NadD inh,TbMetRS inhib,Scp1 inh,Neddyl block,SKN-1 block
NC(=O)c1nsc(C(=O)N(c2ccc(F)cc2)C(C(=O)NCC2CCCO2)c2ccc3ncccc3c2)c1N (centres undefined),-1,0,-14,-4,-0.3,3,0.0,-3,.,9
Cc1cccc(OCCn2ccnc2)c1C,12,-2,1,-8,-1.2,-2,-2.1,15,i,7
CCOC(=O)CNC(=O)CSc1nc(Cc2ccccc2)nc2ccccc12,0,1,-4,0,0.8,-1,-0.6,-1,i,-13

# Carrying on.
SMILES,DNMT1 block,STEP block,SUMO1 PPI mod,NRP1-CendR mod,LMPTP inh,NadD inh,TbMetRS inhib,Scp1 inh,Neddyl block,SKN-1 block
CCCCCCCCN1C(=O)[C@H](CC(=O)N2CCCC2)C[C@@]2(C(=O)OC)CC(C)(C)CC=C12,.,.,6,10,2.1,.,-1.2,.,i,10
O=C(CSc1nnc(CNC(=O)c2ccc(F)cc2)o1)NCCc1ccccc1,-2,0,2,3,1.3,-6,-0.6,-10,i,1
COc1ccc(C2=CC3=C(Br)C(=O)C(C)(OC(=O)c4cccs4)C(=O)C3=CO2)cc1 (centres undefined),-9,2,44*,-60,0.5,27,0.0,9,i,4
O=C(/C=C/c1ccc([N+](=O)[O-])cc1)NCCc1ccc(F)cc1,-4,1,-24,-6,1.2,-3,-0.2,-4,i,1
CC(=O)n1cc(/C=N/NC(=O)c2ccccc2O)c2ccccc21,-1,2,-13,-4,-0.1,0,1.4,-13,.,6
O=C(NCCc1cccs1)C1CC(c2cccc(F)c2)=NO1 (centres undefined),1,-2,0,0,-1.0,-4,-0.5,-3,i,3
O=C1CC(C(=O)N(c2cccc(F)c2)C(C(=O)NC2CCCC2)c2ccccn2)CS1 (centres undefined),5,11,-2,8,-0.4,0,-0.6,-3,i,12
O=C(O)C1CCN(S(=O)(=O)c2ccc(Oc3ccccc3)cc2)CC1,3,0,3,5,-0.6,1,-0.7,-11,i,-8
CCOc1ccc(NS(=O)(=O)c2cc(OCC(N)=O)c(C)cc2Cl)cc1,-1,-2,2,-1,-1.7,1,-1.3,-5,i,-3
